Measles CPE = protection of cells from measles virus; 1.5% of 140,000 active; Measles virus-infected cells, CPE protection, absorbance; AID 841; protection (pct of control), % at 4 µM; in the data active means protection mostly above about 24%, no sharp cut-off; inactive means mostly below about 26%; further: some compounds called inactive have numbers as strong as hits
Phagocyt inh = macrophage phagocytosis inhibition; J774A.1 macrophage IgG-bead phagocytosis, imaging; inhibition, % at 5 µM; 0.07% of 110,000 active; AID 1029;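 active means inhibition above the mean of the plate negative controls plus 5 SD, cut at about 13% in these data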;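 further: phagocytic index as fraction of beads internalized from green versus red external bead signal; plate controls were DMSO negative control for no effect and cytochalasin-D positive control for full effect; some results beyond the cut were filed as inactive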
GALR2 blocker = GALR2 (human) receptor antagonism. O43603. GALR2-expressing cells, antagonist mode. inhibition, % at 4 µM. 0.39% of 140,000 active. AID 828; in the data active means inhibition above about 27%;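 further: cells stimulated with galanin 1-16 at roughly its EC80; 0% = agonist challenge control and 100% = basal control without agonist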
Target sequence (O43603 whole entry, looked up): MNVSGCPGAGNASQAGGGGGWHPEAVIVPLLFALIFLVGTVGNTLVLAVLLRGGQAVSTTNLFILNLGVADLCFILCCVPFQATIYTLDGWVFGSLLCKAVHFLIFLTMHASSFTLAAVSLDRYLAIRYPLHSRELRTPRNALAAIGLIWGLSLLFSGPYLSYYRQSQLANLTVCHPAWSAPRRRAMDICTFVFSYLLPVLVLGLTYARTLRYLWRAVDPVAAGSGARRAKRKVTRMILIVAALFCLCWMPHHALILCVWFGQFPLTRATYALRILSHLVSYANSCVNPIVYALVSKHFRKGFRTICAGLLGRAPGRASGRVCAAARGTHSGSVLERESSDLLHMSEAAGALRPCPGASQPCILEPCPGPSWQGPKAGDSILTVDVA
Yeast life ext = yeast lifespan extension; S. cerevisiae growth with nicotinamide, OD615; deaD strain in restrictive glucose medium; AID 775; inhibition of the nicotinamide effect, % at 10 µM; 0.68% of 130,000 active;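 active means inhibition above a set limit, placed 3 SD over the median of all compounds, cut at about 26% in these data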;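 further: 0% = nicotinamide-treated wells and 100% = cells grown without nicotinamide; some compounds called inactive have numbers as strong as hits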
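Assay system: engineered S. cerevisiae DeaD replicative-lifespan strain, galactose-grown log-phase cells; Buffer or medium: CSMM-D glucose medium, restrictive; Probe or stimulus: nicotinamide 1.5 mM; Compound: single dose 10 µM compound, 0.25% DMSO; Schedule: 4 h preincubation then 48 h treatment at 30 °C; Technique: OD615 measurement.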
HCT116 PTEN-null = PTEN-deleted cell growth suppression. viability, % at 10 µM. HCT116 PTEN-null viability, CellTiter-Glo, 60 h; active compounds read low. 1.2% of 140,000 active;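 active means viability at or below a set limit, 4 SD under the median of all tested compounds, cut at about 3.7% in these data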;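 further: PTEN knockout HCT116 line with beta catenin targeted HCT116 as companion control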
Yeast growth inh = chemicals that inhibit yeast BB579 growth in restrictive medium (lifespan-shortening candidates). S. cerevisiae BB579 growth, OD615, 48 h. inhibition, % at 10 µM. 0.51% of 140,000 active. AID 804;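 active means inhibition above a set limit, 3 SD over the mean compound inhibition, cut at about 44% in these data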; further: inactives centre near -24
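Test system: DeaD yeast strain BB579 / Buffer or medium: restrictive glucose-based CSMM-D medium / Doses: single 10 µM dose / Schedule: 4 h cell preincubation, 48 h compound exposure, 30 °C humidified / Technique: culture absorbance at 615 nm / Controls: amphotericin B positive control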
E-sel TNF inh = TNF alpha driven E-selectin expression inhibition; 0.71% of 120,000 active; AID 1246; HUVEC TNFa-induced E-selectin immunofluorescence, high content; inhibition, % at 2 µM;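 active means inhibition above the batch mean plus 3 SD, and confirmed as a hit on visual image review, cut at about 43% in these data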;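 further: 0% = TNF-stimulated DMSO wells and 100% = unstimulated control wells; not every result past the cut was called active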
NPY Y2 blocker = antagonists of human neuropeptide Y receptor Y2. inhibition, % at 2.7 µM. NPY-Y2 expressing cells, antagonist mode. 0.99% of 140,000 active; in the data active means inhibition above about 17%;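 further: 0% = vehicle with agonist challenge and 100% = reference antagonist with challenge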
Target sequence (P49146 whole entry, looked up): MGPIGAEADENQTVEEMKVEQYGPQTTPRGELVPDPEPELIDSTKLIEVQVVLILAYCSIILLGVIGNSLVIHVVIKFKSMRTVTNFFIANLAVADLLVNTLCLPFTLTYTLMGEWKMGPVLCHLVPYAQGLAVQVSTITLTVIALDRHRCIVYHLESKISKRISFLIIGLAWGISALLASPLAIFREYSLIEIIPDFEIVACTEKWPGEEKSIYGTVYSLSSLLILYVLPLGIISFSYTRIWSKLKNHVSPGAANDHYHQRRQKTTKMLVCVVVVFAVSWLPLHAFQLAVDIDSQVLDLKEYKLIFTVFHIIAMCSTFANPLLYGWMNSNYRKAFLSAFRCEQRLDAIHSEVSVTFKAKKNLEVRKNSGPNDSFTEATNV
MRP1 act = activates MRP-1 | viability increase, % at 10 µM | H69AR cells + doxorubicin, viability rescue, CellTiter-Glo | AID 799 | 0.61% of 140,000 active;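 active means viability gain under doxorubicin at or above a set limit, the compound median plus 3 SD, cut at about 4.7% in these data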;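 further: MRP-1 overexpressing cells given doxorubicin 25 µM after compound pretreatment; 18-22 h compound pretreatment then 72 h with doxorubicin before readout; 0% = doxorubicin-only wells and 100% = vehicle-treated cells without doxorubicin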
bCat KO growth = beta-catenin-lacking colon tumor cell growth suppression; 1.5% of 140,000 active; HCT116 beta-catenin knockout viability, CellTiter-Glo, 60 h; active compounds read low; viability, % at 10 µM;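 active means viability at or under a set limit, the compound median less 4 SD, cut at about 6% in these data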;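 further: 0% = Hyamine 1622 control at 20 µM and 100% = untreated cell control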
The depositor's hits bear a star; x = not tested or not shown.

SMILES	Measles CPE	Phagocyt inh	GALR2 blocker	Yeast life ext	HCT116 PTEN-null	Yeast growth inh	E-sel TNF inh	NPY Y2 blocker	MRP1 act	bCat KO growth
O=C(NCc1ccc2c(c1)OCO2)C1CC(=O)N(C2CCCCCC2)C1 (stereo not given)	8	2	14	-9	105	-21	13	5	-1.9	90
CC1CC(C)CN(C(=O)CSc2nnc(-c3ccc(F)cc3)o2)C1 (stereo not given)	37	0	-17	-18	96	11	-4	5	-1.3	96
CCOC(=O)c1oc2ccc(S(=O)(=O)N3CCOCC3)cc2c1C	6	0	-5	-13	95	3	-5	2	-1.6	106
CC(=C/c1ccccc1)/C=N/NC(=O)c1ccc2nc[nH]c2c1	9	1	0	-1	79	-6	x	1	-2.4	84
COc1cc(C(=O)NCc2cn3ccccc3n2)cc(OC)c1OC	4	x	3	x	96	-21	3	-1	-2.9	95
CCCOC(=O)c1c(NC(=O)C2CCCO2)sc(C(=O)OC)c1C (stereo not given)	14	1	2	4	12	4	x	7	-1.2	30
O=C(C(Cc1ccccc1)n1cccc1)N1CCN(c2cccc(Cl)c2)CC1 (stereo not given)	7	0	0	2	30	-5	x	15	-3.2	30
CC(C)(C)c1ccc(-c2nnc(SCC(=O)Nc3sc4c(c3C#N)CCCC4)o2)cc1	20	-14	-3	5	98	-19	15	3	-2.1	92
CCCCN1C(=O)CC(N2CCOCC2)C1=O (stereo not given)	6	4	5	-1	104	-50	-9	2	0.5	107
Cc1ccc(S(=O)(=O)NCc2ccco2)cc1C	43*	1	-1	-7	107	-5	-22	2	0.8	102
C=CCn1c(COc2ccc(F)cc2)nnc1SCC(=O)NC(=O)NCc1ccco1	17	-1	16	-8	103	-15	5	2	-3.2	89
O=C1C2C3C=CC([C@@H]2C(=O)N1c1nccs1)C31CC1 (stereo not given in full)	6	1	-3	-3	103	-23	23	2	0.3	96
CCOC(=O)c1c(N)ssc1=S	34	0	-1	-22	90	-42	x	0	0.1	98
CC(C)N(Cc1nc(-c2ccc(Cl)cc2)no1)C(=O)c1cccs1	16	0	0	-6	73	-41	-1	6	-4.2	77
Cc1ccc(S(=O)(=O)Nc2c(C)[nH]c(=O)[nH]c2=O)cc1C	9	2	6	1	93	-1	x	-1	-1.1	95
C=CCC(C)(NCc1ccccc1)c1ccco1 (stereo not given)	15	x	15	-9	99	-18	-6	2	-2.1	97
Cc1cc(C)c(S(C)(=O)=O)c(Oc2ccc(F)cc2)n1	3	x	5	-13	101	-42	-14	1	-2.3	108
O=C1CCCc2nc(NCc3ccco3)ncc21	3	-1	20	-7	92	-38	-8	-2	-1.7	89
Cc1ccc(CNC(=O)c2cc3c(-c4ccc(Cl)cc4)nn(C)c3s2)o1	9	x	9	-8	55	-23	8	6	-5.7	52
O=C(Nc1cccc(-c2cn3ccsc3n2)c1)c1ccccc1	4	-1	-9	-14	91	-46	x	1	-0.2	90

Some entries already given with just MRP1 act.
Molecule | MRP1 act
Cc1cc(C)c(S(C)(=O)=O)c(Oc2ccc(F)cc2)n1 | -2.3
O=C1CCCc2nc(NCc3ccco3)ncc21 | -1.7

Some of the entries so far, as a markdown table:
| Molecule | Measles CPE | Phagocyt inh | GALR2 blocker | Yeast life ext | HCT116 PTEN-null | Yeast growth inh | E-sel TNF inh | NPY Y2 blocker | MRP1 act | bCat KO growth |
| --- | --- | --- | --- | --- | --- | --- | --- | --- | --- | --- |
| CC(=C/c1ccccc1)/C=N/NC(=O)c1ccc2nc[nH]c2c1 | 9 | 1 | 0 | -1 | 79 | -6 | x | 1 | -2.4 | 84 |
| COc1cc(C(=O)NCc2cn3ccccc3n2)cc(OC)c1OC | 4 | x | 3 | x | 96 | -21 | 3 | -1 | -2.9 | 95 |
| CCCOC(=O)c1c(NC(=O)C2CCCO2)sc(C(=O)OC)c1C (stereo not given) | 14 | 1 | 2 | 4 | 12 | 4 | x | 7 | -1.2 | 30 |
| O=C(C(Cc1ccccc1)n1cccc1)N1CCN(c2cccc(Cl)c2)CC1 (stereo not given) | 7 | 0 | 0 | 2 | 30 | -5 | x | 15 | -3.2 | 30 |
| CC(C)(C)c1ccc(-c2nnc(SCC(=O)Nc3sc4c(c3C#N)CCCC4)o2)cc1 | 20 | -14 | -3 | 5 | 98 | -19 | 15 | 3 | -2.1 | 92 |
| CCCCN1C(=O)CC(N2CCOCC2)C1=O (stereo not given) | 6 | 4 | 5 | -1 | 104 | -50 | -9 | 2 | 0.5 | 107 |
| Cc1ccc(S(=O)(=O)NCc2ccco2)cc1C | 43* | 1 | -1 | -7 | 107 | -5 | -22 | 2 | 0.8 | 102 |
| C=CCn1c(COc2ccc(F)cc2)nnc1SCC(=O)NC(=O)NCc1ccco1 | 17 | -1 | 16 | -8 | 103 | -15 | 5 | 2 | -3.2 | 89 |
| O=C1C2C3C=CC([C@@H]2C(=O)N1c1nccs1)C31CC1 (stereo not given in full) | 6 | 1 | -3 | -3 | 103 | -23 | 23 | 2 | 0.3 | 96 |
| CCOC(=O)c1c(N)ssc1=S | 34 | 0 | -1 | -22 | 90 | -42 | x | 0 | 0.1 | 98 |
| CC(C)N(Cc1nc(-c2ccc(Cl)cc2)no1)C(=O)c1cccs1 | 16 | 0 | 0 | -6 | 73 | -41 | -1 | 6 | -4.2 | 77 |
| Cc1ccc(S(=O)(=O)Nc2c(C)[nH]c(=O)[nH]c2=O)cc1C | 9 | 2 | 6 | 1 | 93 | -1 | x | -1 | -1.1 | 95 |

Additional compounds:
SMILES	Measles CPE	Phagocyt inh	GALR2 blocker	Yeast life ext	HCT116 PTEN-null	Yeast growth inh	E-sel TNF inh	NPY Y2 blocker	MRP1 act	bCat KO growth
CC(C)[C@@H](C(=O)OCC(=O)Nc1ccc2c(c1)OCO2)N1C(=O)c2ccccc2C1=O	11	0	-4	12	94	-6	-8	3	-3.0	98
C[C@@]12CC(=O)NC1N(C(=O)c1cccc(C(F)(F)F)c1)C(c1ccccc1O)C2 (stereo not given in full)	5	x	0	0	89	-11	10	3	-3.7	97
N#Cc1c(NC(=O)CSc2nnnn2C2CCCCC2)sc2c1CCCC2	11	0	-2	-4	90	0	-2	-1	-1.6	87
O=C(COc1ccc(Cl)cc1)Nc1nnc(-c2ccc3c(c2)CCCC3)o1	0	0	-4	-10	94	-9	14	5	-0.1	93
C/C(Cn1nnc([N+](=O)[O-])n1)=N\NC(=O)c1ccccc1Cl	50*	x	0	-5	59	12	24	0	-5.0	51
CCCC(=O)c1c[nH]c(C(=O)NCCc2ccccn2)c1	6	-5	0	-1	100	-8	-46	3	-2.0	93
CCOC(=O)c1ccc(N2C(=O)c3n[nH]c(-c4ccco4)c3C2c2ccc([N+](=O)[O-])cc2)cc1 (stereo not given)	17	-14	1	0	10	-24	x	26*	-4.9	12
COc1cccc(/C=N/Nc2ncc(C(F)(F)F)cc2Cl)c1O	3	x	12	-6	2.4*	64*	2	3	-5.0	2.5*
O=C1NC(=O)/C(=C\c2ccccc2OCc2cccc([N+](=O)[O-])c2)N1	7	-5	-2	2	76	-28	x	3	-2.0	84
CC(C)n1cc(-c2ccc(Cl)cc2)cc(C#N)c1=O	19	0	1	-14	86	-93	-5	6	1.2	99
CCOC(=O)c1c(N)sc2c(OC)c(Br)ccc12	37	2	-1	-23	83	95*	x	5	1.9	98
CCC(C)NC(=O)CSc1nc2c(sc(=S)n2Cc2ccco2)c(=O)n1-c1ccccc1 (stereo not given)	16	0	-1	-5	61	-85	-9	12	-1.4	67
O=C(NNC(=O)c1cc2c(s1)CCCC2)c1ccccc1	14	-4	7	-1	90	-20	6	3	-1.9	93
CC1(C)CC(NC(=O)CC(c2ccccc2)c2ccccc2)CC(C)(C)N1	2	1	4	-1	106	-25	4	1	-3.3	93
CCOc1ccc(C(=O)CCN2CCCCCC2)cc1	28	x	2	-1	90	-15	9	-3	-4.1	87
CCOC(=O)C1=C(CNCc2ccc(C)cc2)NC(=O)NC1c1cc(C)ccc1C (stereo not given)	15	-2	-12	-4	87	11	2	-2	1.8	91
CC(C)(C)c1ccc(C(=O)c2c[nH]c(C(=O)NCc3cccs3)c2)cc1	10	0	-6	-2	94	-34	-42	7	-2.5	88
Cc1nnc(C)n1/N=C/c1cccs1	3	x	-3	2	103	0	x	3	1.1	98
CCOC(=O)C(NS(=O)(=O)c1ccccc1)(C(F)(F)F)P(=O)(OCC(C)C)OCC(C)C (stereo not given)	11	0	-9	0	85	-8	13	2	-1.6	91
Cc1ccc(-n2c(O)c(C=NCc3ccccn3)c3ccccc3c2=O)cc1	16	-11	-8	-3	93	-21	x	1	0.5	93
Cc1ccc2nc(SCc3ccc([N+](=O)[O-])cc3)nc(C)c2c1	14	-1	-6	-2	93	-28	-37	4	-0.6	98
COC(=O)c1cc(NC(=O)CC2NC3CCCCC3NC2=O)cc(C(=O)OC)c1 (stereo not given)	25	-2	-7	-12	94	16	-7	1	-0.2	89
CC1(C)CC2CC(C)(CN2C(=O)C23CCC(C)(C(=O)C2)C3(C)C)C1 (stereo not given)	6	-6	1	-1	81	-3	x	0	-0.7	82
COc1ccccc1-c1ccc(=O)n(CC(=O)NC(C)(C)C)n1	3	-2	9	-7	93	-8	0	2	-1.7	91
Cc1nn(C)c(C)c1S(=O)(=O)N(CC(=O)NCCCOC(C)C)c1ccc(C(C)C)cc1	32	-1	-1	-1	99	-33	x	4	-4.2	91
Cc1c(C)n(CC(O)CN2CCCCCC2)c2ccccc12 (stereo not given)	13	2	7	-2	70	9	-59	11	-5.0	80
N/C(=N\OC(=O)CSc1ccccc1)c1cccc([N+](=O)[O-])c1	8	-7	-8	-7	98	-21	x	5	-1.2	93
C=CCn1c(SCC(=O)c2c(N)n(C)c(=O)n(C)c2=O)nc2sc(CC)cc2c1=O	8	x	9	-4	6	-26	-11	3	-4.7	17
Cc1cc(-c2ccc(Cl)cc2)c(C#N)c(N)n1	24	0	-9	-8	86	-20	x	4	-1.3	79
Oc1ccc(Br)cc1CNn1cnnc1	17	x	-1	-17	92	-52	-18	-1	-2.3	100
COCc1[nH]nc2c1C(c1ccsc1)C(C#N)=C(N)O2 (stereo not given)	20	-1	8	1	90	-56	7	2	-1.8	90
COc1cc(NC(=O)CCc2nc(-c3cccs3)no2)cc(OC)c1OC	2	0	8	-5	98	-16	-26	1	-2.9	91
Nc1cc(=O)[nH]c(SC/C=C/c2ccccc2)n1	4	x	-6	-14	73	-5	6	3	-4.0	75
CC(=O)c1ccc(NC(=O)CN2C(=O)COc3ccc(Cl)cc32)cc1	12	0	0	-6	87	-10	14	-3	3.3	82
S=C(NC1CCCCC1)N(CCc1nc2ccccc2[nH]1)C1CCCC1	3	x	0	x	56	0	-7	5	-3.9	58
Cn1cc(/C=N\NC(=O)C2COc3ccccc3O2)c2ccccc21 (stereo not given)	4	0	0	1	32	-1	x	0	-4.4	35
Cc1ccc(N2CC(C(=O)Nc3ccc(N(C)C)cc3)CC2=O)cc1C (stereo not given)	18	x	-5	-10	76	-7	5	5	-0.8	68
O=C(Cc1ccccc1)N/N=C/c1cc(Br)c(Br)o1	4	x	9	-5	99	-20	12	7	-2.6	97
CCOc1ccc(-c2n[nH]c(C)c2Oc2ccc(OC)cc2)c(O)c1	18	-2	9	-12	76	-23	x	0	-3.9	91
